Source: PubChem BioAssay
DT40 TDP1 no CPT – qHTS for Inhibitors of human tyrosyl-DNA phosphodiesterase 1 (TDP1): qHTS in cells in absence of CPT; Potency, µM (series often up to 46.2 µM), without a hit: top-dose activity change, negative = growth inhibition, most hits filed as inhibitors; DT40 Tdp1-/- hTDP1 cells, no CPT, ATP luminescence, 48 h; AID 686978, 2013; 15% of 420,000 active; active means well fitted inhibition curve with a large enough effect; inconclusive means small, poorly fitted or top-dose-only effect; further: nearly all actives have a fitted effect of over 55% in size
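Growth kinetics read by CellTiter-Glo luminescence after ≥48 hr at 37 °C. Cells: DT40 Tdp1-/- stably carrying human TDP1, 400 per well, compound exposure in the absence of CPT (DMSO vehicle).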
An asterisk follows results filed as active; u = inconclusive; [ ] = remark or other dose. On the % scale 0 is the no-effect control and ±100 the full control effect; potency means the concentration at half of the fitted maximal effect. An excerpt, so the mix of outcomes need not match the whole.

entry	smiles	DT40 TDP1 no CPT
1	Cc1ccccc1C(=O)N1CCC(C(=O)Nc2ccc(S(=O)(=O)N3C(C)CCCC3C)cc2)CC1 (centres undefined)	10µM*
2	O=[N+]([O-])c1cccc(OCCCN2CCC(Cc3ccccc3)CC2)c1	u
3	CN(C)c1ccc(/C=C/c2ccnc3cc(Cl)cc(Cl)c23)cc1	u
4	Cc1cc(O)ccc1-c1ccc2nncn2c1	-1%
5	CC1(C(=O)NCc2cccc(C(F)(F)F)c2)CCN1C1Cc2ccccc2C1 (centres undefined)	21µM*
6	CN(C)c1ccc(/C=C/c2ccnc3ccc(Br)cc23)cc1	5.6µM*
7	CC(=O)NCCNc1nc2cc(-c3ccc(C(=O)N4CCN(C)CC4)cc3)sc2c(=O)n1C	1%
8	COC(=O)[C@@]12C[C@@H](CC(=O)NCc3cccc(C(F)(F)F)c3)C(=O)N(Cc3ccccc3)C1=CCC(C)(C)C2	u
9	O=C(Nc1nnc([C@H]2C[C@H](O)[C@@H](CO)O2)s1)c1cccc(Cl)c1	-9%
10	O=C(CCCN1C(=O)C(=Cc2ccc3c(c2)OCO3)SC1=S)Nc1ccc(C(=O)O)c(O)c1	-2%
11	CC1(C(=O)NS(=O)(=O)c2ccc(C#N)cc2)CCN1C(=O)Cc1ccc(-c2ccccc2)cc1 (centres undefined)	10%
12	C[C@]12CC[C@@H]3c4ccc(O)cc4CC[C@H]3[C@@H]1CC[C@@H]2OP(=O)(O)O	0%
13	c1ccc(CNc2cccnc2)cc1	-26%
14	CCCNC(=O)C1(C)CCCN(Cc2ccc(-n3ccnc3)cc2)C1 (centres undefined)	2%
15	C=CC[N+]1([C@H]2C[C@H]3[C@@H]4CC[C@H]5C[C@H](OC(C)=O)[C@@H](N6CCCCC6)C[C@]5(C)[C@H]4CC[C@]3(C)[C@H]2OC(=O)CC)CCCCC1	-16%
16	COc1ccc(NC(=O)N(C)C[C@H]2OCCCC[C@H](C)Oc3ccc(NS(=O)(=O)c4cn(C)cn4)cc3C(=O)N([C@H](C)CO)C[C@@H]2C)cc1	13%
17	CCCCCC1C(C(=O)OCC)C(=O)NC1(C(=O)OCC)C(=O)OCC (centres undefined)	u
18	COc1cc(Cn2c3ccc(NC(=O)CC(C)c4ccccc4)cc3c(=O)n2C)ccc1F (centres undefined)	u
19	Cc1cc(C)n2c(SCC(O)=C(C#N)c3nc4ccccc4[nH]3)nnc2n1	-20%
20	O=C(NNCc1ccccc1)c1ccccn1	-6%
21	Cc1ccc(NC(=O)COC(=O)c2ccc3ncsc3c2)c(C)c1	-21%
22	Cc1sc2nc(SCC(=O)Nc3ccc(Cl)c(C(=O)O)c3)[nH]c(=O)c2c1C	-14%
23	O=C(c1cn(CC2CCCN(Cc3cc4ccccc4s3)C2)nn1)N1CCCC1 (centres undefined)	-10%
24	CCOC(=O)[C@]12CCC=C1N(Cc1cccc3ccccc13)C(=O)[C@H](CC(=O)NCc1cccc3ccccc13)C2	u

4 records picked at random from the list so far, as already listed:
entry	smiles	DT40 TDP1 no CPT
18	COc1cc(Cn2c3ccc(NC(=O)CC(C)c4ccccc4)cc3c(=O)n2C)ccc1F (centres undefined)	u
24	CCOC(=O)[C@]12CCC=C1N(Cc1cccc3ccccc13)C(=O)[C@H](CC(=O)NCc1cccc3ccccc13)C2	u
22	Cc1sc2nc(SCC(=O)Nc3ccc(Cl)c(C(=O)O)c3)[nH]c(=O)c2c1C	-14%
19	Cc1cc(C)n2c(SCC(O)=C(C#N)c3nc4ccccc4[nH]3)nnc2n1	-20%

The list continues:
entry	smiles	DT40 TDP1 no CPT
25	O=C(c1cccc(S(=O)(=O)N2CCCCCC2)c1)N1CCN(Cc2ccccc2)CC1	u
26	O=C(Nc1ccc2c(c1)OCCO2)C1c2ccccc2OCC(=O)N1Cc1ccccn1 (centres undefined)	-7%
27	COc1ccc(CNC(=O)C(=O)NCC2OCCN2S(=O)(=O)c2ccc(OC)cc2)cc1 (centres undefined)	u
28	COC(=O)c1ccc(COC(=O)C2CCN(S(=O)(=O)c3c(C)cc(C)cc3C)CC2)o1	-2%
29	COc1ccc(CNC(=O)CN2C(=O)NC(c3ccccc3)(c3ccccc3)C2=O)cc1OC	-13%
30	O=C(CC[C@H]1O[C@@H](n2ccc(=O)[nH]c2=O)[C@H](O)[C@@H]1O)N[C@H](Cc1ccccc1)C(=O)NCc1cccs1	21%
31	CC(C)Cn1cnc2c(SCCc3ccccc3)nc(N)nc21	u
32	CN(C)Cc1cc(C(C)(C)c2ccccc2)ccc1O	u
33	CC1(C)S[C@@H]2[C@H](NC(=O)Cc3ccccc3)C(=O)N2[C@H]1C(=O)O (tested in a mixture with another compound)	u
34	COc1ccc(N2CCN(C(c3ccccc3)c3nnnn3C(C)(C)C)CC2)cc1 (centres undefined)	u
35	COCCN(Cc1ccc(C)cc1)C(=O)[C@H]1O[C@@H](n2ccc(N)nc2=O)[C@H](O)[C@@H]1O	4%
36	CC(/C=N/NC(=O)c1ccccc1C)=C\c1ccccc1	u
37	Cc1c(NS(=O)(=O)c2ccc(C(=O)N(C)Cc3cccc(Cl)c3Cl)cc2)c(=O)n(-c2ccccc2)n1C	-23%
38	CC1COc2c3ccccc3nn21 (centres undefined)	1%
39	CC(=O)Nc1ccccc1-c1nc(CNC(=O)c2ccc(Cl)cc2)c(C)o1	-24%
40	COc1ccccc1CN1CCNC(=O)C1CC(=O)NCCCN1CCOCC1 (centres undefined)	3%
41	OCOCCCn1c(C2CCCN2c2nc(-c3ccc(F)cc3)cs2)nc2cc(Cl)c(N3CCCCC3)cc21 (centres undefined)	u
42	Cc1cc(C)c(S(=O)(=O)N2CCN(C(=O)c3c(C)nn(-c4ccccc4)c3Cl)CC2)c(C)c1	u
43	N#CC(=C1NC(=O)c2ccccc21)c1nc2ccccc2n1CCO	8.2µM*
44	C#CCNC(=O)C[C@@H]1C[C@@]2(C(=O)OC)CCCCC=C2N(CCC2=CCCCC2)C1=O	18µM*
45	COc1ccc(C(=O)NN/C=C/C(=O)c2ccc(Br)cc2)cc1	u
46	CCOC(=O)C1(C)CCN1C(=O)c1cccc(OC)c1 (centres undefined)	-1%
47	CCN1CCN(c2ccc(S(=O)(=O)N3CCCCC3)cc2NC(=O)CCNC(C)=O)CC1	3%
48	CCOC(=O)Cc1csc(NC(=O)CSc2nnc(-c3ccc(NS(=O)(=O)CC)cc3)o2)n1	-6%
49	O=C(Nc1ccccc1)C1=C[C@H](C2CCCCC2)C[C@H](OCCCCO)O1	-20%
50	Cc1cccc(N2Cc3ccc(Br)cc3C2)c1	7%
51	CCN(CC)C(=O)c1cccc(-c2csc(C(O)c3ccc(OC)cc3)n2)c1 (centres undefined)	18µM*
52	CC(C)(C)[C@H]1CCC(=O)N(CCSc2ccc(Br)cc2)CC1	22µM*
53	C[C@@H]1CN([C@@H](C)CO)C(=O)c2cc(Br)cnc2O[C@@H]1CN(C)S(C)(=O)=O	-9%
54	C[C@H](CO)N1C[C@H](C)[C@H](CN(C)S(=O)(=O)c2ccc(Oc3ccccc3)nc2)OCc2cnnn2CCCC1=O	-9%
55	Cc1cccc(C)c1NC(=O)C1(C)CSCC(=O)N1CCC(C)C (centres undefined)	-5%
56	COCCNc1ncnc2c1ncn2[C@H]1CN(Cc2ccc(F)cc2)C[C@@H](CO)O1	-17%
57	CC1=C(C(=O)O)CC(S(=O)(=O)O)C1(C)C (centres undefined)	-3%
58	CC(Nc1nc(-c2cccnc2)nc2ccccc12)c1ccccc1 (centres undefined)	u
59	O=S1(=O)N[C@@H](Cc2ccccc2)COc2cc(N3CCN(Cc4ccccc4F)CC3)ccc21	21µM*
60	O=C(NCc1ccccc1)C(c1cccc2ccccc12)n1c(=O)c(-c2ccccc2)nc2ccccc21 (centres undefined)	u
61	Cc1cc(C)n(CCNC(=O)[C@H]2O[C@@H](n3ccc(N)nc3=O)[C@H](O)[C@@H]2O)n1	34%[activator]
62	CC(C)CC(=O)Nc1nnc(SCC(=O)NC2CCCC2)s1	-4%
63	CC(C)CC1NC(=O)c2cccnc2-n2c1nc1ccccc1c2=O (centres undefined)	-24%
64	CC1=CC(C)(C)N2C(=O)C3(C(C#N)=C(N)Oc4cc(C)oc(=O)c43)c3cc(C)cc1c32 (centres undefined)	-2%

Filtered by structure, the compounds so far containing a CF3 group
entry	smiles	DT40 TDP1 no CPT
5	CC1(C(=O)NCc2cccc(C(F)(F)F)c2)CCN1C1Cc2ccccc2C1 (centres undefined)	21µM*
8	COC(=O)[C@@]12C[C@@H](CC(=O)NCc3cccc(C(F)(F)F)c3)C(=O)N(Cc3ccccc3)C1=CCC(C)(C)C2	u

Arranged by count of non-hydrogen atoms (falling): part of the list above.
entry	smiles	DT40 TDP1 no CPT
64	CC1=CC(C)(C)N2C(=O)C3(C(C#N)=C(N)Oc4cc(C)oc(=O)c43)c3cc(C)cc1c32 (centres undefined)	-2%
62	CC(C)CC(=O)Nc1nnc(SCC(=O)NC2CCCC2)s1	-4%
57	CC1=C(C(=O)O)CC(S(=O)(=O)O)C1(C)C (centres undefined)	-3%

The list continues:
entry	smiles	DT40 TDP1 no CPT
65	CN1CCN(c2ccc(CNC[C@H]3O[C@@H](n4cnc5c(=O)[nH]c(N)nc54)[C@H](O)[C@@H]3O)c(F)c2)CC1	14%
66	C[C@@H]1CCCCO[C@@H](CN(C)C(=O)Nc2ccc3c(c2)OCO3)[C@@H](C)CN([C@H](C)CO)C(=O)c2cc(N(C)C)ccc2O1	u
67	O=C(Cc1nc2ccccc2[nH]1)N1CCC(n2c(C3CCC3)nc3cccnc32)CC1	-17%
68	Cc1ccc(S(=O)(=O)NNc2c3ccccc3nc3ccc(Cl)cc23)cc1	8.2µM*
69	CC(=O)Oc1ccc(/C=C(\NC(=O)c2cccc(Br)c2)C(=O)Nc2ccc(C(=O)O)cc2)cc1	16%
70	O=C(CSc1nnc(-c2ccccc2NC(=O)c2ccccc2)o1)OC1CCCCC1	u
71	O=C(Cc1ccc(NC(=O)C2CCCN(C(=O)c3ccccc3)C2)cc1)Nc1ccc(C(=O)N2CCOCC2)cc1 (centres undefined)	u
72	CC(C)(C)Cc1c(-c2ccc(C#N)cc2)nc2ccc(Cl)cn12	16µM*
73	c1cc2c3c(cccc3c1)NN=N2	u
74	N#Cc1c(N)nc2c(c1-c1ccncc1)CCCCCC2	-15%
75	CCCCNC(=O)C1C(c2ccc(OC)cc2)=Nc2ccccc2N1C(=O)c1ccncc1 (centres undefined)	21µM*
76	CCCCNC(=O)C1(C)CCCCN1C(=O)c1ccc(C)c(F)c1 (centres undefined)	-27%
77	Clc1ccccc1-c1cnc2sc(NCc3ccc4c(c3)OCO4)nn12	15µM*
78	CCCCCCCCN1C(=O)[C@H](CC(=O)NCc2ccc(OC)c(OC)c2)C[C@@]2(C(=O)OC)CC(C)(C)CC=C12	18µM*
79	CCCC[C@@H]1CC2=C(C(=O)OC(C)(C)O2)[C@@H](c2ccc(Cl)cc2)O1	u
80	O=C(C[N+]1(CCc2ccccc2)CCOCC1)c1cccc([N+](=O)[O-])c1	-20%
81	COc1ccc(Cn2c(=O)[nH]c3cc(C(=O)N4CCN(C(=O)c5ccco5)CC4)ccc3c2=O)cc1	11µM*
82	CC(=O)N1Cc2cc(C(=O)NCc3cccc(F)c3)nc(-c3cccc(C4=CCCCC4)c3)c2[C@H]1CCO	16µM*
83	O=C(Nc1cc(S(=O)(=O)N2CCCC2)ccc1OCC(F)(F)F)c1ccncc1	-20%
84	O=C1C(=Cc2cn(-c3ccccc3)nc2-c2ccc(OCc3ccccc3F)cc2)SC(=S)N1CCS(=O)(=O)O	u
85	CC(Nc1ccc(Br)cc1)C(=O)NC(=O)NC1CCCCC1 (centres undefined)	u
86	O=C(NC1CCCCC1)C1c2ccccc2OCC(=O)N1CCCN1CCOCC1 (centres undefined)	3%
87	COc1ccc(C)cc1S(=O)(=O)N1CCCC(N2CCN(c3ccccc3)CC2)C1 (centres undefined)	21µM*
88	S=c1[nH]nc2ccccn12	-12%
89	C=CCOc1c(Cl)cc(Cl)cc1S(=O)(=O)NCCO	-2%
90	Cc1ccc(C)c(N2C(=O)c3ccc(C(=O)Nc4ccccn4)cc3C2=O)c1	2%
91	COc1ccc(C(O)c2ncc(-c3cccc(OCc4ccccc4)c3)[nH]2)cc1F (centres undefined)	u
92	O=C1Cc2ccccc2C1=C1C=c2ccccc2=C1	u
93	Cc1noc(C)c1C(=O)N1CCC1(C)C(=O)NS(=O)(=O)c1cccs1 (centres undefined)	-5%
94	Cc1ccccc1S(=O)(=O)N(C)C[C@H]1OCc2cnnn2CCCC(=O)N([C@H](C)CO)C[C@H]1C	-5%
95	Cc1ncc2c(c1CNC(=O)c1ccc3c(c1)OCO3)CCN(C(=O)C1Cc3ccccc3O1)C2 (centres undefined)	-5%
96	CCCCCC(=O)N1C[C@H](O)[C@@H](n2cc(COC(=O)c3ccccc3)nn2)C[C@@H]1c1ccccc1	-18%
97	CCCc1nc2c3ccccc3ccn2c1Cc1cccc(F)c1	u
98	Cc1ccccc1CN1CCN(C(=O)[C@H]2O[C@@H](n3cnc4c(N)ncnc43)[C@H](O)[C@@H]2O)CC1	u
99	Cc1cc(C)cc(C(=O)NCCn2cc(C(=O)N3CCSCC3)nn2)c1	-10%
100	Cc1ccc(CS(=O)Cc2ccc(C(=O)NCCCc3ccccc3)o2)cc1 (centres undefined)	u
101	OC(Cc1ccc2ccccc2n1)c1c(Cl)cccc1Cl (centres undefined)	-26%
102	Cc1nc2ccc(C(=O)Nc3cccc(NS(C)(=O)=O)c3)cn2c1N(C)C(=O)CCc1ccccc1	-25%
103	C[C@@H]1CN([C@@H](C)CO)C(=O)CCCn2nncc2CO[C@@H]1CN(C)S(=O)(=O)c1ccc(Cl)cc1	8%
104	O=C1N[C@@H](Cc2ccccc2)C(=O)N2[C@@H]1C[C@]1(Br)c3ccccc3N(S(=O)(=O)c3ccccc3)[C@H]21	u
105	CSCCC(NC(=O)/C(=C/c1ccco1)NC(=O)c1ccco1)C(=O)O (centres undefined)	u
106	COc1ccc(Cc2c(-c3ccc(C)cc3)nc3c4ccccc4ccn23)c(C)c1	u
